Bim-Bcl-2 = disrupts Bim peptide binding to human Bcl-2; P10415; Bead-based flow cytometry, Bim peptide-Bcl-2 binding; inhibition, % at 10 µM; actives 0.06% (n = 190,000); in the data active = inhibition above about 40%; inconclusive = no clear call, values can overlap the other calls;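 note: 0% = no compound wells with probe peptide and 100% = reference peptide inhibitor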
Bim-Bcl-W = disrupts Bim peptide binding to human Bcl-W; Q92843; bead-based flow cytometry; inhibition, % at 10 µM; actives 0.02% (n = 190,000); AID 952;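 note: 0% = bound tracer without compound and 100% = peptide blocker; higher means less fluorescent Bim peptide bound to Bcl-W beads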
ABCG2 block = human ABCG2 inhibition, ABCB1 as counter-screen; Q9UNQ0; IgMXP3 cells, JC-1 efflux, flow cytometry; inhibition, % at 6.6 µM; actives 0.1% (n = 190,000);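 active = inhibition above 80%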;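 note: 0% = DMSO and 100% = nicardipine control wells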
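Test system: ABCG2 IgMXP3 and barcoded ABCB1 CCRF-Adr cell mix; Schedule: cells with compound and JC-1, 10 min at 25 °C, rotating, no wash; Technique: flow cytometry of retained JC-1 fluorescence; Measure: % inhibition of efflux relative to nicardipine and DMSO; Controls: nicardipine high and DMSO low controls.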
Bfl-1 Bim block = inhibitors of Bim-Bfl-1 interaction, human | Q16548 | Bead-based flow cytometry, Bim-Bfl-1 binding inhibition | inhibition, % at 10 µM | actives 0.12% (n = 190,000) | AID 1008;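 note: 0% = wells without compound plus tracer and 100% = blocker peptide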
Avidin bead fluor = compound fluoresces at 488/530 nm on avidin beads | fluorescence (KMESF) at 10 µM | compound fluorescence 488/530 nm, flow cytometry; stronger effect = higher value | actives 0.38% (n = 220,000) | AID 1775; in the data active = fluorescence above about 47; note: inactives centre near 10
Bim-Bcl-XL = human Bim-Bcl-XL interaction inhibition | Q07817 | Bim peptide-Bcl-XL binding, bead flow cytometry, fluorescence | inhibition, % at 10 µM | actives 0.04% (n = 190,000) | AID 1007
RGS4-Gao reg = modulates binding of RGS4 to human Galphao. P09471. actives 0.33% (n = 220,000). binding response (% of control), % at 10 µM. Multiplexed bead flow cytometry; actives lie on both sides; in the data active = binding response below about 49% or above about 150%; inactive = in between;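 note: fluorescent Galphao activated with aluminum fluoride binding bead-coupled RGS4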
Bcl-B Bim block = human Bim-Bcl-B interaction inhibition. inhibition, % at 10 µM. bead-based flow cytometry, Bim peptide-Bcl-B binding. AID 951. actives 0.073% (n = 190,000). Q9HD36;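 note: 0% = tracer peptide without compound and 100% = reference inhibitor peptide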
RGS7-Gao reg = modulates binding of RGS7 to human Galphao. actives 0.35% (n = 220,000). Multiplexed bead flow cytometry; actives lie on both sides. binding response (% of control), % at 10 µM. P09471; in the data active = binding response below about 49% or above about 150%; inconclusive = no clear call, values can overlap the other calls; inactive = in between;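 note: fluorescent Galphao held in activated GDP-AlF4 state binding bead-coupled RGS7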
GSH bead fluor = GSH bead compound fluorescence profile | GSH beads flow cytometry, compound fluorescence 488/530 nm; stronger effect = higher value | fluorescence (KMESF) at 10 µM | actives 0.25% (n = 190,000) | AID 1776; in the data active = fluorescence above about 89;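 note: glutathione beads carrying GST-tagged Bcl family fusion proteins plus one bare bead set; values are compound well signal with DMSO vehicle wells as background; inactives centre near 16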
ABCB1 inh = inhibitors of human ABCB1 transporter, ABCG2 counter-screen; CCRF-Adr cells, JC-1 efflux, flow cytometry; AID 1326; inhibition, % at 6.6 µM; actives 0.067% (n = 190,000); in the data active = inhibition above about 40%;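 note: 0% = vehicle and 100% = reference inhibitor; higher value means more JC-1 retained so stronger ABCB1 efflux block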
Target sequence (P08183 whole entry, looked up): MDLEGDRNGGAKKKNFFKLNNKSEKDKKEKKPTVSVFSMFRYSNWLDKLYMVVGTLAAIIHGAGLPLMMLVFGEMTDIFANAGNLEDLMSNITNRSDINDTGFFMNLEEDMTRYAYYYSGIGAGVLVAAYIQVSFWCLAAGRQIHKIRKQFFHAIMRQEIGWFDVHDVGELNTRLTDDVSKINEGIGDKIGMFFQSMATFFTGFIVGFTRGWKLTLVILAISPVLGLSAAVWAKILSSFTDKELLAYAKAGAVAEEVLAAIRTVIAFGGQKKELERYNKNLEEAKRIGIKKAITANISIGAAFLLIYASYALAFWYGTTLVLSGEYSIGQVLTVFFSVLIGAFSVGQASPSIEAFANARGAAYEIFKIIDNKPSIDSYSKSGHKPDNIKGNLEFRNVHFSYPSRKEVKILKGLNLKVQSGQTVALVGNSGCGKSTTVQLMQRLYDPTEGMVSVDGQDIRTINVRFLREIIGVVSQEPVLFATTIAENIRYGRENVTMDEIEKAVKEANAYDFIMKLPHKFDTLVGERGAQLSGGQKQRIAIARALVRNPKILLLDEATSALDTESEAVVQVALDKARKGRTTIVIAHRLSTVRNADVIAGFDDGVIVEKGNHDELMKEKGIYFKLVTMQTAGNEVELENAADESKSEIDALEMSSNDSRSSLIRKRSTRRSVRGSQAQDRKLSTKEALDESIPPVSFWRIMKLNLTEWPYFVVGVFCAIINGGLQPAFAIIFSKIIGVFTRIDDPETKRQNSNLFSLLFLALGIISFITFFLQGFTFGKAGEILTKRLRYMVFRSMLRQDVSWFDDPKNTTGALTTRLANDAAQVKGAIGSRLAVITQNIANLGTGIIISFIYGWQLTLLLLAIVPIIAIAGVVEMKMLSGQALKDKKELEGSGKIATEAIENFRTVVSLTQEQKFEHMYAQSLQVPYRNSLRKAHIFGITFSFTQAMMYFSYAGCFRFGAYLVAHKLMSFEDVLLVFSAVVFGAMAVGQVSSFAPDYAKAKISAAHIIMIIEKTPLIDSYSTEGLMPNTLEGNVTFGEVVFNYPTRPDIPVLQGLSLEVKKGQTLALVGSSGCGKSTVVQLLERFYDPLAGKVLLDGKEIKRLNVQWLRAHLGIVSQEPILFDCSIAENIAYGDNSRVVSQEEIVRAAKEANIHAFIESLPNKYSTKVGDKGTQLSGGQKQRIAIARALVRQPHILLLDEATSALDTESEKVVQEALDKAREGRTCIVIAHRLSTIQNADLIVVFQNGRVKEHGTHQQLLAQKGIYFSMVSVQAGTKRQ
Starred values were filed as active, the others as inactive; ? = inconclusive. Cut-off read from the data, not from the text of the source, unless noted: active = inhibition above about 40%.

Fields – Bim-Bcl-2	Bim-Bcl-W	ABCG2 block	Bfl-1 Bim block	Avidin bead fluor	Bim-Bcl-XL	RGS4-Gao reg	Bcl-B Bim block	RGS7-Gao reg	GSH bead fluor	ABCB1 inh
(1) CCOC(=O)CSc1nnc(Cc2ccccc2)n1-c1cccc(Cl)c1
→ -6	3	3	-11	11	-3	100	-1	103	13	0.6
(2) COc1cc(C(=O)OCC(=O)Nc2c(F)cccc2F)cc(OC)c1C
→ -4	-1	14	-6	9	-4	104	-2	101	12	-0.5
(3) Clc1cccc(Cl)c1CSc1nnc(-c2sccc2-n2cccc2)o1
→ -1	1	6	0	10	0	101	-3	102	10	0.8
(4) CN(C)S(=O)(=O)c1ccc(NC(=O)c2cc(-c3cccs3)nc3ccccc23)cc1
→ 0	0	-2	1	6	-4	101	-2	100	9	-0.3
(5) O=C(Nc1ccc2nc3n(c(=O)c2c1)CCCC3)c1cccc([N+](=O)[O-])c1
→ -5	0	1	-14	18	3	98	1	99	12	0.2
(6) Cc1ccc(N(CC(=O)N2CCn3c2nc2ccccc23)S(=O)(=O)c2c(C)n[nH]c2C)cc1
→ -17	-10	40	-25	11	-17	95	-13	94	28	1.0
(7) Cc1ccc(C)c(/C(O)=C2\C(=O)C(=O)N(CCCn3ccnc3)C2c2ccncc2)c1 (stereo not given)
→ -1	-2	0	-2	35	0	102	-3	98	18	0.0
(8) COc1ccc(C2=NOC(C(=O)Nc3cc(C)nn3-c3ccccc3)C2)cc1OC (stereo not given)
→ -8	0	1	-8	6	-6	101	-8	95	25	1.1
(9) Cc1ccccc1-c1nc(S(=O)(=O)c2ccc(Br)cc2)c(NCc2cccnc2)o1
→ -6	1	3	-15	8	-2	99	-6	98	17	1.7
(10) Cc1cccc(C)c1NC(=O)C1(NC(=O)c2cnccn2)CCCCC1
→ -7	0	0	-10	8	-5	103	-4	98	20	-1.5
(11) O=C(O)CN1CCN(Cc2ccc(Cl)cc2)C1=O
→ -6	0	2	0	6	-2	94	-7	98	35	0.6
(12) N#Cc1c(NC(=O)CSc2n[nH]c(Cc3ccccc3)n2)oc(-c2ccccc2)c1-c1ccccc1
→ 0	4	2	4	7	-1	88	-13	93	27	-0.1
(13) O=C(CCc1nc2ccccc2s1)OCC(=O)c1ccc[nH]1
→ -7	-2	1	-7	13	-4	99	-4	100	23	-0.1
(14) Cc1ccc(C(=O)CSc2nnc(COc3ccccc3)o2)cc1
→ -2	-2	0	-7	10	-2	96	-3	93	12	-0.2
(15) O=C(NC(=S)Nc1ccc(N2CCOCC2)cc1)c1ccccc1
→ 0	-4	6	-8	3	-3	106	-7	106	12	0.2
(16) COc1ccc(CCNC(=O)CC2SC(N)=NC2=O)cc1OC (stereo not given)
→ -4	2	-2	-6	25	-2	101	-1	100	11	-0.2
(17) Cc1cc(Cl)c(OCCCN2CCCCC2)c(Br)c1
→ 2	-1	1	-2	5	-3	105	0	102	13	0.4
(18) CC1(C(=O)Nc2ccc3ccccc3c2)CC1(Br)Br (stereo not given)
→ -3	-3	4	-5	10	-3	103	-1	100	23	0.8
(19) Cc1ccc(NC(=O)c2ccccc2-c2ccccc2C(=O)O)cc1C
→ 0	2	1	-4	10	-1	106	-2	?	15	0.1
(20) N#Cc1ccc2ccn(CC(=O)NCc3ccco3)c2c1
→ -9	0	2	-13	5	-3	95	-7	97	61	0.5
(21) COc1cccc(C2(c3cccc(OC)c3)CC2C(=O)Nc2ccccc2Cl)c1 (stereo not given)
→ -4	-3	13	-2	9	-2	106	-4	102	11	1.8
(22) CN(CCOc1ccc(Cl)cc1)c1ccc(S(=O)(=O)N2CCCCC2)cn1
→ -7	0	4	-4	8	0	97	-4	100	51	1.1
(23) COc1ccccc1NC(=O)COC(=O)c1cnccn1
→ -2	-5	1	-2	28	-5	94	-5	100	17	0.1
(24) CC1=NN(/C(=N\c2nnc(C)s2)Nc2ccccc2)[C@H](c2cccc3ccccc23)S1
→ -10	-1	1	-1	15	-2	92	-3	92	13	0.6
(25) COC(=O)c1ccccc1-n1cccc1C(=O)NP(=O)(N1CCOCC1)N1CCOCC1
→ 1	1	1	-5	20	2	101	-4	101	10	-0.1
(26) c1ccc(CNc2nc(N3CCOCC3)nc(N3CCOCC3)n2)cc1
→ -7	0	7	-2	6	-1	104	-3	102	28	0.3
(27) Cc1ccc(NC2=NC3(CCCC3)N=C(N)N2)c(C)c1
→ -1	0	3	5	10	2	103	2	?	15	2.0
(28) COCCNC(=O)C(C)Oc1ccccc1 (stereo not given)
→ -3	-1	0	-3	5	-3	102	-4	104	20	0.5
(29) Cc1ccc(C(=O)N2CCN(c3ccccc3)CC2)cc1S(=O)(=O)N1CCCC1
→ -5	0	1	-9	23	-8	101	-8	99	13	0.2
(30) CC(=O)c1cccc(NC(=S)NC2CCCCC2)c1
→ 0	-4	9	0	13	-3	103	-4	102	20	-0.7

(further entries)
Fields – Bim-Bcl-2	Bim-Bcl-W	ABCG2 block	Bfl-1 Bim block	Avidin bead fluor	Bim-Bcl-XL	RGS4-Gao reg	Bcl-B Bim block	RGS7-Gao reg	GSH bead fluor	ABCB1 inh
(31) CON/C=N/C(=S)Nc1ncc(C(F)(F)F)cc1Cl
→ -1	0	12	-3	9	-2	101	-2	?	16	-0.1
(32) CN(C)c1nc(N(C)C)nc(N2CCCCC2)n1
→ -6	4	3	-6	7	-5	99	-3	96	13	0.4
(33) O=C(Nc1ccc(OC(F)(F)F)cc1)c1ccc2nccnc2c1
→ -2	-3	2	-4	10	-2	99	-8	98	18	0.1
(34) Cc1ccc(Nc2c(-c3ccccn3)nc3ccc(C)cn23)cc1
→ -1	-1	9	0	11	0	101	-6	?	18	0.9
(35) CC(C)CNC(=S)N1CCC(NC(=O)c2ccco2)CC1
→ 0	0	0	-1	4	0	105	-8	97	20	0.4
(36) COc1cccc(-c2csc(N3CCN(CC(=O)NNC(=O)c4ccco4)CC3)n2)c1
→ 0	0	11	0	10	-2	102	-3	109	17	1.3
(37) Cc1ccc(Nc2nc(N/N=C\c3ccc4c(c3)OCO4)nc(N3CCOCC3)n2)cc1
→ -6	-2	-2	-4	7	-1	99	-4	100	12	-0.5
(38) COc1ccc(OC(=O)COc2ccc(C)cc2)cc1
→ -2	0	0	-2	14	-5	89	-2	?	15	0.1
(39) O=C(NCCCO)/C(=C\C=C\c1ccccc1)NC(=O)c1ccccc1Cl
→ -7	-6	4	-11	15	-8	95	-9	95	10	0.3
(40) C=CCNC(=S)/C(=C(/[O-])c1ccccc1Br)[n+]1ccccc1
→ 3	4	1	2	16	0	83	-1	89	17	0.1
(41) O=C1C2CCCCC2C(=O)N1Cc1ccccc1 (stereo not given)
→ 1	-1	1	-4	10	-4	102	0	99	17	0.0
(42) COc1ccc(CNC(=O)c2ccc3c(c2)N(C)C(=O)CS3=O)cc1 (stereo not given)
→ -7	0	0	-8	8	-1	102	-7	103	22	-0.1
(43) CCCCc1nc2ccccc2c(NC(=O)CN(CC)CC)c1CCC
→ -10	-4	4	-4	4	-14	119	-12	114	53	4.8
(44) O=C(N1CCOCC1)C12CC3CC(C1)CC(c1ccccc1)(C3)C2
→ -9	-3	12	-19	13	-6	103	-12	98	29	1.5
(45) O=C(Cn1cnc2ccccc21)OCC(=O)N1CCc2ccccc2C1
→ -1	0	2	0	52*	0	142	0	141	11	0.5
(46) CN(C)c1cc[n+](CC(=O)Nc2ccc(Oc3ccccc3)cc2)cc1
→ -1	-2	2	-7	11	-3	99	-6	102	14	0.7
(47) CC(C)OC(=O)CN1C(=O)C(C)(C)Oc2ccc(C(=O)NC(C)(C)C)cc21
→ -4	-1	1	-9	8	6	100	-6	98	52	0.7

Numbers 41 to 47 from above:
Fields – Bim-Bcl-2	Bim-Bcl-W	ABCG2 block	Bfl-1 Bim block	Avidin bead fluor	Bim-Bcl-XL	RGS4-Gao reg	Bcl-B Bim block	RGS7-Gao reg	GSH bead fluor	ABCB1 inh
(41) O=C1C2CCCCC2C(=O)N1Cc1ccccc1 (stereo not given)
→ 1	-1	1	-4	10	-4	102	0	99	17	0.0
(42) COc1ccc(CNC(=O)c2ccc3c(c2)N(C)C(=O)CS3=O)cc1 (stereo not given)
→ -7	0	0	-8	8	-1	102	-7	103	22	-0.1
(43) CCCCc1nc2ccccc2c(NC(=O)CN(CC)CC)c1CCC
→ -10	-4	4	-4	4	-14	119	-12	114	53	4.8
(44) O=C(N1CCOCC1)C12CC3CC(C1)CC(c1ccccc1)(C3)C2
→ -9	-3	12	-19	13	-6	103	-12	98	29	1.5
(45) O=C(Cn1cnc2ccccc21)OCC(=O)N1CCc2ccccc2C1
→ -1	0	2	0	52*	0	142	0	141	11	0.5
(46) CN(C)c1cc[n+](CC(=O)Nc2ccc(Oc3ccccc3)cc2)cc1
→ -1	-2	2	-7	11	-3	99	-6	102	14	0.7
(47) CC(C)OC(=O)CN1C(=O)C(C)(C)Oc2ccc(C(=O)NC(C)(C)C)cc21
→ -4	-1	1	-9	8	6	100	-6	98	52	0.7

2 of these compounds in a different format:
[45] O=C(Cn1cnc2ccccc21)OCC(=O)N1CCc2ccccc2C1
[46] CN(C)c1cc[n+](CC(=O)Nc2ccc(Oc3ccccc3)cc2)cc1

entry no.,45,46
Bim-Bcl-2,-1,-1
Bim-Bcl-W,0,-2
ABCG2 block,2,2
Bfl-1 Bim block,0,-7
Avidin bead fluor,52*,11
Bim-Bcl-XL,0,-3
RGS4-Gao reg,142,99
Bcl-B Bim block,0,-6
RGS7-Gao reg,141,102
GSH bead fluor,11,14
ABCB1 inh,0.5,0.7
